# Abeta yeast res: qHTS for compounds that reverse cellular toxicity of Amyloid beta (A-beta) peptide in yeast: Primary Screen | yeast expressing A-beta42, growth rescue, OD600, 48 h; response scale: 0% DMSO, 100% iron-clioquinol control | Potency, µM (doses to about 46.1 µM), inactives show at the highest dose growth rescue, most hits filed as activators | 410,000 tested, 0.063% active | AID 1347071, 2019; further: potency means the concentration at half of the fitted maximal effect; nearly all actives have a fitted effect of over 55% in size
#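 Yeast A-beta toxicity model in growth medium with pinned compounds, 48 h at 30 C; growth read as absorbance at 600 nm. Normalized to FeCl3/clioquinol equimolar mix (positive) and DMSO (negative).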
# FUS suppressor: qHTS for Suppressors of FUS Proteinopathy: Primary screen using FUS-linked yeast assay; S. cerevisiae FUS-expressing, growth rescue, OD600, 24 h; Potency, µM (series often up to 76.6 µM), for inactives: at the top dose growth rescue (activation), most hits filed as activators; 390,000 tested, 0.24% active; AID 1347120, 2019;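 further: potency means the concentration at half of the fitted maximal effect; plate controls were DMSO vehicle for no effect and reference control for full effect; nearly all actives have a fitted effect of over 55% in size; some results filed as inactive show a strong effect at the top dose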
#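 Yeast expressing FUS under galactose induction, OD 0.005 in 2% galactose medium; compounds in a dilution series, 24 h at 30C. Growth rescue by absorbance at 600 nm; CP55940 positive control, DMSO negative.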
# D3 antag: qHTS of D3 Dopamine Receptor Antagonist: qHTS | 360,000 tested, 2.5% active | D3R cells, DiscoveRx beta-arrestin luminescence, antagonist mode; active compounds read low | D(3) dopamine receptor (Homo sapiens), P35462 | AID 652054, 2013 | max response, negative = inhibition, %; in the data active means max response below about -50%; inconclusive means no clear call, values can overlap the other calls; further: on the % scale 0 is the no-effect control and ±100 the full control effect; mostly tested at two doses, the higher about 12 µM
#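 Cells plated overnight at 1500 cells/well, then exposed to library compounds with dopamine controls for 90 minutes at 37 degrees C. DiscoveRx reagent added for 30–60 minutes at room temperature; luminescence read, quantitative HTS format.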
# aSyn yeast inh: qHTS of alpha-syn Inhibitors; AID 652106, 2013; 370,000 tested, 0.14% active; Potency, µM (series often up to 46.1 µM), for inactives: at the top dose growth rescue (activation), actives largely listed as activators; Yeast expressing alpha-synuclein, growth rescue, BacTiter-Glo, 24 h; further: potency means the concentration at half of the fitted maximal effect; % of control where 0% means no effect; nearly all actives have a fitted effect of over 65% in size
#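 Galactose-induced alpha-syn yeast (OD600=0.02, raffinose-pregrown) + pinned cpd, 24 hr, 30 deg C; growth by BacTiter-Glo luminescence. Growth restoration scores as activation.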
# PTHR1 agonist: qHTS for PTHR1 Agonists: Primary Screen | Parathyroid hormone/parathyroid hormone-related peptide receptor (Homo sapiens), Q03431 | HEK293 GP2 PTHR1 cells, GloSensor cAMP luminescence, 1 h | 410,000 tested, 0.075% active | Potency, µM (highest dose often 115 µM), for the others: at the top dose activation, actives largely listed as activators | AID 743266, 2014; further: potency means the concentration at half of the fitted maximal effect; nearly all actives have a fitted effect of over 55% in size; some results filed as inactive show a strong effect at the top dose; inactives centre near -15; many of its hits are not listed in these tables
# Target sequence (Q03431 whole entry, looked up): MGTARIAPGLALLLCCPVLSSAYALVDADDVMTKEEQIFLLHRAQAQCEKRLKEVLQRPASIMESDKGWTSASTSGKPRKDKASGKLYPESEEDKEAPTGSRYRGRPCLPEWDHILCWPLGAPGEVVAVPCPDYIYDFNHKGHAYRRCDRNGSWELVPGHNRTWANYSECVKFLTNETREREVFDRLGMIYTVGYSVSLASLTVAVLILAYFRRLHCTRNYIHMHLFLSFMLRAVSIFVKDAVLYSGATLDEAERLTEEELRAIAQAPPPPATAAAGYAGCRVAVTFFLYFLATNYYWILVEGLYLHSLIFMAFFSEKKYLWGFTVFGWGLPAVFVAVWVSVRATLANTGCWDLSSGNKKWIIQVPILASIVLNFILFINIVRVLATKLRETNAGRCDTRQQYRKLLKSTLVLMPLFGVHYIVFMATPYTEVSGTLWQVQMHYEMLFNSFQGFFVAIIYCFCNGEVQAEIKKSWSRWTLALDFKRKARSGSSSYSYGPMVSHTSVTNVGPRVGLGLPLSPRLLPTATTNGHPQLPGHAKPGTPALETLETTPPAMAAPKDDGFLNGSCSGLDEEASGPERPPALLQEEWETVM
#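 HEK-293-derived GP2 cells expressing PTHR1 and a GloSensor cAMP reporter, 3,000/well, plated overnight, given luciferin plus IBMX (each 0.5 mM as added) for 1 h at 37 °C, then compound for 1 h at 37 °C. Luminescence was read after 15 min at room temperature.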
# GLP-1R inv ag: qHTS of GLP-1 Receptor Inverse Agonists (Inhibition Mode); Glucagon-like peptide 1 receptor (Homo sapiens), P43220; HEK293 GLP-1R CRE-luciferase, luminescence, 24 h; GLP-1R form is constitutively active; Potency, µM (series often up to 38.3 µM), without a hit: at the top dose activity change, negative = inhibition, actives largely listed as inhibitors; 410,000 tested, 1.6% active; further: potency means the concentration at half of the fitted maximal effect; on the % scale 0 is the no-effect control and ±100 the full control effect; nearly all actives have a fitted effect of over 55% in size
# Target sequence (P43220 whole entry, looked up): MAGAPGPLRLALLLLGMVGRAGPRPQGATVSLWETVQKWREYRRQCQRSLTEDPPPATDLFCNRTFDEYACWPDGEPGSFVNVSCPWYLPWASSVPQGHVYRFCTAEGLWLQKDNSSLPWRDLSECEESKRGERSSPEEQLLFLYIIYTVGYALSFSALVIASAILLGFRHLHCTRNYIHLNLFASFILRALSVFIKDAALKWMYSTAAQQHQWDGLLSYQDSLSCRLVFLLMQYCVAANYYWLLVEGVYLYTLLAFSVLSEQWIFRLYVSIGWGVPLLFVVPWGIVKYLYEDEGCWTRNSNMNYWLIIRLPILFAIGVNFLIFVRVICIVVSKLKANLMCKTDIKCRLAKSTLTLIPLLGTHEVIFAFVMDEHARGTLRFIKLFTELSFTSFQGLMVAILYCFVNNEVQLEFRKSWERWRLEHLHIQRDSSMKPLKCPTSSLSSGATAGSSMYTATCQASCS
#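 Luminescence readout: a drop in cAMP-driven luciferase signal flags inverse agonism at a constitutively active GLP-1R stably expressed in HEK293. Compound exposure lasted 24 hr at 37 deg C, 5% CO2.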
# TDP-43 yeast inh: qHTS of TDP-43 Inhibitors. Potency, µM (top dose mostly 46.1 µM), inactives show top-dose growth rescue (activation), actives largely listed as activators. 410,000 tested, 1.8% active. TDP-43 expressing yeast growth rescue, BacTiter-Glo, 24 h. AID 652104, 2013; further: potency means the concentration at half of the fitted maximal effect; % of control where 0% means no effect; nearly all actives have a fitted effect of over 50% in size
#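 Cell-based yeast growth screen: TDP-43 expression induced in galactose, inoculum OD600=0.02 after raffinose pregrowth to mid-log. Read-out BacTiter-Glo luminescence at 24 hr, 30 deg C; inhibition of toxicity seen as signal increase.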
# pAkt inh: HTS Assay for Inhibitors of Akt Phophorylation: Primary Screen; Neuro2A IGF-stimulated pAkt S473 HTRF, 20 min; active compounds read low; activity change, % for hits at 50 µM; 360,000 tested, 0.32% active; in the data active means activity change below about -80%; inconclusive means mostly about -51% to -80%; further: on the % scale 0 is the no-effect control and ±100 the full control effect
#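 Single-point screen (50 µM final compound) in Neuro2A cells stimulated 20 min with 6 nM IGF at 37 deg C. After lysis, Ser473-phosphorylated Akt read by HTRF (ex 330 nm, em 615/665 nm) as the 665/615 ratio.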
# GLP-1R agonist: qHTS of GLP-1 Receptor Agonists; Glucagon-like peptide 1 receptor (Homo sapiens), P43220; HEK293 GLP-1R CRE-luciferase, luminescence, 4-6 h; cells express a hypersensitive GLP-1R form; Potency, µM (doses to about 45.6 µM), inactives show at the highest dose activation, actives largely listed as activators; 380,000 tested, 0.007% active; AID 624172, 2012; further: potency means the concentration at half of the fitted maximal effect; % of control where 0% means no effect
# An asterisk follows results filed as active; i = inactive; ? = inconclusive; / = no result given; & = joins results of further samples; [ ] = another dose, or the depositor's remark. Unless noted, the call rests on the fitted dose curve; in most records, active means well fitted curve in the direction sought with a large enough effect; inconclusive means small, poorly fitted or top-dose-only effect, or another doubt; inactive means no such curve, though single readings can be large; an effect the other way counts as inactive or inconclusive. The list is partial (hit frequency here may not be typical).
SMILES,Abeta yeast res,FUS suppressor,D3 antag,aSyn yeast inh,PTHR1 agonist,GLP-1R inv ag,TDP-43 yeast inh,pAkt inh,GLP-1R agonist
CCOC(=O)/C(C#N)=C/C1=C(N2CCOCC2)C(C)(C)OCC1,0.1%,-25.3%,8.4,-4.0%,i,3.7%,0.5%,i,0.5%
O=C(CCC(=O)c1cccs1)Nc1ccc(F)c(F)c1F,-5.6%,48.0%,11.5,-1.2%,i,0.4%,2.1%,i,-4.4%
CCc1ccc(C(=O)OCC(=O)N2CCCCCC2)cc1,13.9%,-8.6%,-5.3,-0.7%,-15.3%,?,1.3%,i,17.2%
COc1ccc(CCC(=O)O)cc1OC,-6.5%,-6.4%,5.3,1.7%,-5.6%,15.3%,-2.9%,i,-0.1%
CCc1ccc(NC(=O)N2CCN(Cc3cc(=O)n4nc(-c5ccccc5OC)sc4n3)CC2)cc1,-8.5%,-4.1%,/,/,i,-3.0%,13.2%,/,/
Cc1ccc(C(=O)NC2CCN(C(=O)Nc3ccccc3Cl)CC2)cc1,-15.5%,-10.5%,8.9,-2.2%,i,-4.1%,-12.3%,i,0.0%
CCc1ccccc1NC(=O)NC1CCCCC1,-6.5%,-6.6%,43.2,-2.0%,-13.7%,-10.4%,-15.6%,i,2.9%
Cc1c(C(=O)NNc2c(Cl)cccc2Cl)n(C)oc1=O,-1.9%,-22.9%,-3.0,-0.7%,i,3.55µM*,5.1%,i,-6.4%
O=c1[nH]c(C2CCN(S(=O)(=O)c3ccccc3C(F)(F)F)CC2)nc2c1nnn2Cc1cccc(F)c1,12.6%,36.1%,3.1,1.8%,-17.8%,-19.3%,-7.5%,i,9.1%
CCN(CC)S(=O)(=O)c1cccc(-c2nnc(SCc3nnc(-c4cccs4)o3)n2N)c1,11.8%,1.2%,-1.2,3.8%,-2.6%[57.5 µM],0.1%,-9.5%,i,-4.0%
COc1ccc([C@H]2C[C@@H](O)[C@H](n3cc(C4CC4)nn3)CN2C(=O)C2CCCCC2)cc1,-1.5%,-1.2%,-17.7,0.7%,2.0%,-8.7%,0.0%,i,7.4%
CCCCNC(=S)NC1CCCC1,2.2%,-5.9%,-14.1,0.3%,-0.9%,?,13.2%,i,-8.7%
COc1ccccc1NS(=O)(=O)c1cccc(C(=O)N/N=C/c2c(C)nn(-c3ccccc3)c2N2CCCC2)c1,-5.9%,35.4%,-19.9,-3.0%,i,?,7.9%,i,-6.4%
CCCc1nc2ccccc2c(C(=O)OCC(=O)NC2CC2)c1CC,6.1%,-11.3%,30.7,-0.5%,-12.4%,-15.7%,0.0%,i,23.2%
CN(C)c1cc2c(cc1NC(=O)c1ccccc1Cl)n(C)c(=O)n2C,6.0%,1.6%,24.8,10.7%,-28.9%,93.8%[activator],12.2%,i,7.4%
CCOc1ccc(-c2nnc(SCC(=O)NCc3ccccc3Cl)o2)cc1,-20.1%,7.0%,/,/,-7.0%,13.1%,-0.7%,/,/
CN(CCOc1ccc(Cl)cc1)CC(=O)Nc1ccc(OC(F)(F)F)cc1,-4.3%,0.3%,2.8,-14.1%,i,?,6.8%,i,13.2%
CC(C)c1cc(C(=O)Nc2sc3c(c2C#N)CCC3)no1,5.2%,15.3%,-18.0,-7.8%,i,-18.0%,-10.9%,i,6.4%
COc1ccc(-n2nnc3c(=O)n(Cc4cccc(C)c4)cnc32)cc1,7.7%,-4.3%,-9.7,?,-19.2%,20.7%,0.0%,i,-7.9%
Cc1cc(N)c(-n2cc3c(=O)n(C)c(=O)n(C)c3c2)cc1C,14.9%,29.1%,-10.8,?,-3.7%[57.5 µM],32.3%[activator],-4.0%,i,9.3%
Cc1nn(C)c(C)c1N1C(=O)c2cccc3c(Br)ccc(c23)C1=O,-24.3%,32.0%,-7.7,2.3%,-33.0%[inhibitor],19.0%,2.3%,i,-5.5%
CCCN(CC(=O)Nc1ccc(F)c(F)c1F)C(=O)Cc1ccc(S(=O)(=O)N2CCOCC2)s1,-6.3%,30.7%,-7.0,-4.9%,-27.4%,6.0%,-3.8%,i,1.9%
CCOC(=O)NC(=O)CSc1nc2ccc(OCC)cc2[nH]1,15.2%,7.5%,-8.9,1.7%,i,-22.3%,26.5%,i,1.0%
Cc1ccc(CNC(=O)[C@H](Cc2ccccc2)NC(=O)c2ccco2)cc1,-3.1%,-7.6%,-10.0,-1.0%,i,-20.7%,2.9%,i,-2.7%
COc1cc(S(=O)(=O)N2CCOCC2)ccc1NC(=O)COC(=O)c1cc(OC)c(OC)c(OC)c1,-4.2%,/,3.1,-0.3%,i,27.2%,11.2%,i,0.7%
# (next part)
SMILES,Abeta yeast res,FUS suppressor,D3 antag,aSyn yeast inh,PTHR1 agonist,GLP-1R inv ag,TDP-43 yeast inh,pAkt inh,GLP-1R agonist
O=C(Nc1c2c(nn1-c1ccc(Cl)cc1)CS(=O)(=O)C2)c1cccc(F)c1,-6.8%,-4.4%,/,-4.1%,i,-6.1%,6.8%,/,2.9%
COC(=O)c1c(NC(=O)c2ccccc2)sc(C(=O)c2ccccc2)c1C,8.6%,-9.6%,0.0,0.4%,-5.3%[57.5 µM],?,3.6%,/,-0.2%
c1ccc2c(c1)Oc1cccc3cccc-2c13,4.8%,2.6%,30.4,0.1%,i,16.6%,9.3%,i,10.2%
O=C(O)[C@H]1CCCN1C(=O)c1ccccc1N1C(=O)[C@@H]2Cc3c([nH]c4ccccc34)C(c3cccc(Cl)c3)N2C1=O (stereo partly specified),-3.6%,40.0%,0.5,2.9%,-5.8%,10.7%,18.9%,i,-1.1%
O=C(Nc1cc(C(F)(F)F)ccc1-n1cncn1)c1ccc([N+](=O)[O-])o1,-42.3%[inhibitor],13.5%,-6.3,-7.7%,-4.3%,67.1%[activator],14.1µM*,i,0.0%
COc1cnc(-c2ccccn2)[nH]c1=O,-13.2%,1.5%,-11.4,-1.6%,i,22.7%,3.2%,i,8.1%
CN1CCC(C(=O)N2CCCC(C(=O)c3ccc4c5c(cccc35)CC4)C2)CC1 (stereo unspecified),-4.7%,-16.0%,-11.5,6.9%,i,8.91µM*,-1.9%,i,-0.8%
CCCn1nc(NC(=O)c2cccs2)c2cc3cc(OC)ccc3nc21,11.6%,22.0%,3.7,0.3%,-82.8%[inhibitor],?,?,i,-3.1%
Cc1nc(SCC(=O)NC2(C#N)CCCC2)n(CC(C)C)c1C,1.0%,7.7%,0.5,-4.4%,i,10.7%,-3.7%,i,14.3%
Cc1noc(C)c1NC(=O)N(C)C[C@@H]1Oc2c(NC(=O)c3ccncc3)cccc2C(=O)N([C@H](C)CO)C[C@@H]1C,-3.9%,-5.3%,?,-3.0%,-22.0%,11.4%,-2.7%,i,-5.6%
Cc1ccc2occ(/C=N/NC(=O)c3ccc(Cl)cc3)c(=O)c2c1,-9.0%,10.3%,-6.1,-3.7%,i,?,-23.2%,i,-20.7%
O=C(N/N=C/c1cn(Cc2ccccc2)c2ccccc12)c1cccnc1,-0.7%,10.5%,3.2,4.1%,-21.9%,?,-11.6%[9.22 µM],i,10.2%
O=C(Cn1c(SCCOc2ccccc2Cl)nc2ccccc21)N1CCOCC1,-13.2%,29.1%,/,/,i,7.6%,21.3%,/,/
CC1CCCC(C)N1C(=O)CSc1nnc(NC(=O)c2cccs2)s1 (stereo unspecified),17.8%,38.6%,-28.7,4.3%,-9.4%[57.5 µM],0.0%,17.7%,i,-9.0%
CC(C)(C)NC(=O)CSc1nnc(NC(=O)c2ccccc2Cl)s1,6.6%,-14.6%,-14.4,-3.3%,-7.5%,0.8%,-9.2%,i,-0.8%
CCCCC(=O)Nc1cccc(-c2nc3ncccc3o2)c1C,13.1%&-17.1%,13.6%&-0.8%,5.7,2.4%,-5.9%&-6.7%,37.5%&1.6%[activator],7.7%&-7.4%,i,2.4%
CN(C(=O)Nc1ccc(C(C)(C)C)cc1)C1CCCCC1,4.9%,6.7%,-14.5,-9.5%,i,18.9%,-37.4%[1.82 µM],i,10.6%
COC(=O)c1ccc(CNC(=O)c2ccccc2C(=O)NCC2(CBr)OCCO2)cc1,-2.8%,-2.0%,21.4,-1.7%,i,9.0%,28.9%,i,2.0%
CN(C)CCCNS(=O)(=O)c1ccc(-n2nnc3ccccc32)c([N+](=O)[O-])c1,-18.6%,28.1%,-13.5,-4.7%,0.1%,?,18.8%,i,1.8%
Cc1csc(NC(=O)C2CCN(S(=O)(=O)c3cccs3)CC2)n1,2.7%,-3.7%,-12.1,6.6%,-29.4%,-15.1%,-3.8%,i,8.0%
O=C(NCCC1=CCCCC1)NC1CCCCC1,12.6%,1.4%,0.0,6.7%,-8.1%[57.5 µM],?,12.0%,i,0.7%
Cc1cc(NC2CCCCC2)nc(-c2ccccc2O)n1,0.4%,-1.9%,18.5,-5.3%,-10.3%[57.5 µM],?,6.3%,i,24.8%
O=C1Nc2ccccc2N(C(=O)c2ccc(-c3ccccc3)cc2)C1c1nc2ccccc2[nH]1 (stereo unspecified),-15.6%,?,-26.7,-9.8%,-6.0%,-15.9%,-14.1%,i,-4.0%
CC(CN(C(N)=O)c1ccccc1O)C(=O)O (stereo unspecified),-7.3%,-22.5%,20.9,-1.0%,-0.1%,-0.1%,6.1%,i,-19.6%

# Bioassay records: PubChem BioAssay, National Center for Advancing Translational Sciences (NCATS)
